Pol eta inh: blocks human DNA polymerase eta activity. Q9Y253. actives 1.2% (n = 390,000). recombinant Pol eta, fluorescent DNA replication assay. Potency, µM (highest dose often 114 µM), inactives show at the highest dose activity change, negative = inhibition, most hits filed as inhibitors; also: % is scaled to controls: 0 for no effect and ±100 for the full control effect
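Pol eta at 10 nM preincubated with compounds 15 min at room temperature; reaction started with fluorescent substrate (50 nM final) and read kinetically at 0 and 10 min.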
BLM helicase inh: blocks DNA unwinding by human BLM helicase. recombinant BLM DNA unwinding, fluorescence dequenching. Potency, µM (series often up to 56.1 µM), for inactives: at the highest dose activity change, negative = inhibition, hits mostly inhibitors. actives 0.2% (n = 350,000). AID 2528;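 also: plate controls were vehicle for no effect and no enzyme for full effect; nearly all actives have a fitted effect of over 35% in size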
G9a inh: blocks human histone lysine methyltransferase G9a | actives 8.8% (n = 350,000) | Potency, µM (top dose mostly 102 µM), for inactives: at the top dose activity, negative = inhibition, usual class: inhibitors | G9a H3K9 monomethylation, AlphaScreen, 2 h | Q96KQ7; also: % is scaled to controls: 0 for no effect and ±100 for the full control effect; nearly all actives have a fitted effect of over 75% in size
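Compounds were preincubated with 20 nM G9a for 15 min, after which biotinylated H3K9 peptide (500 nM) and SAM (20 uM) started a 2 h room-temperature reaction. Monomethylated product was quantified by antibody-based AlphaScreen chemiluminescence.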
APEX1 inh: blocks human APE1 abasic DNA cleavage | P27695 | actives 0.35% (n = 350,000) | Potency, µM (series often up to 65.8 µM), inactives show at the highest dose activity change, negative = inhibition, usual class: inhibitors | recombinant APE1, TAMRA/BHQ-2 abasic DNA cleavage fluorescence;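 also: plate controls were vehicle for no effect and reference inhibitor for full effect; nearly all actives have a fitted effect of over 55% in size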
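Incision of a quenched TAMRA/BHQ-2 THF abasic-site duplex (50 nM) by 0.75 nM APE1, after 15 min compound preincubation, measured as fluorescence increase over three 60 s reads. Values normalized to buffer, DMSO and NSC13755 control wells.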
Pol kappa inh: DNA polymerase kappa (human) inhibition; Potency, µM (doses to about 107 µM), for the others: at the highest dose activity, negative = inhibition, actives largely listed as inhibitors; purified Pol kappa, fluorescent DNA synthesis assay, 10 min; Q9UBT6; actives 0.53% (n = 400,000); also: % is scaled to controls: 0 for no effect and ±100 for the full control effect
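Fluorescent qHTS in 1536-well format: enzyme (10 nM) and compound sat 15 min at room temperature before 50 nM substrate (final) was added. Signal taken at 0 and 10 min; no-enzyme buffer wells were negative controls.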
BAZ2B inh: blocks human BAZ2B. actives 4.4% (n = 360,000). Potency, µM (series often up to 114 µM), for inactives: at the highest dose activity change, negative = inhibition, usual class: inhibitors. AID 504333. Q9UIF8. AlphaScreen BAZ2B-H3K14Ac peptide displacement; also: % is scaled to controls: 0 for no effect and ±100 for the full control effect; nearly all actives have a fitted effect of over 60% in size
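BAZ2B (50 nM) with biotin-H3(5-23)K14Ac peptide (50 nM) in PBS pH 7.4, 0.01% Tween-20, preformed 30 min, then compound 30 min at room temperature; top concentration 110uM. AlphaScreen streptavidin donor/nickel chelate acceptor beads (10 ug/mL final), 20 min dark, signal read.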
POLB inh: DNA polymerase beta (human) inhibition. P06746. Pol beta primer extension/strand displacement, fluorescence kinetic. actives 1.3% (n = 340,000). AID 485314. Potency, µM (series often up to 114 µM), without a hit: at the top dose activity change, negative = inhibition, hits mostly inhibitors; also: % is scaled to controls: 0 for no effect and ±100 for the full control effect
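Homogeneous kinetic assay of primer extension and strand displacement by 10 nM Pol beta, preincubated 15 min at room temperature with compound before 50 nM substrate (final) was added. Read at 0 and 10 min; four-parameter Hill fit.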
POLI inh: DNA polymerase iota (human) inhibition; Potency, µM (top dose mostly 115 µM), without a hit: top-dose activity, negative = inhibition, usual class: inhibitors; actives 1% (n = 390,000); Pol iota fluorescent replication assay, 10 min; AID 588590
Target sequence (Q9UNA4 whole entry, looked up): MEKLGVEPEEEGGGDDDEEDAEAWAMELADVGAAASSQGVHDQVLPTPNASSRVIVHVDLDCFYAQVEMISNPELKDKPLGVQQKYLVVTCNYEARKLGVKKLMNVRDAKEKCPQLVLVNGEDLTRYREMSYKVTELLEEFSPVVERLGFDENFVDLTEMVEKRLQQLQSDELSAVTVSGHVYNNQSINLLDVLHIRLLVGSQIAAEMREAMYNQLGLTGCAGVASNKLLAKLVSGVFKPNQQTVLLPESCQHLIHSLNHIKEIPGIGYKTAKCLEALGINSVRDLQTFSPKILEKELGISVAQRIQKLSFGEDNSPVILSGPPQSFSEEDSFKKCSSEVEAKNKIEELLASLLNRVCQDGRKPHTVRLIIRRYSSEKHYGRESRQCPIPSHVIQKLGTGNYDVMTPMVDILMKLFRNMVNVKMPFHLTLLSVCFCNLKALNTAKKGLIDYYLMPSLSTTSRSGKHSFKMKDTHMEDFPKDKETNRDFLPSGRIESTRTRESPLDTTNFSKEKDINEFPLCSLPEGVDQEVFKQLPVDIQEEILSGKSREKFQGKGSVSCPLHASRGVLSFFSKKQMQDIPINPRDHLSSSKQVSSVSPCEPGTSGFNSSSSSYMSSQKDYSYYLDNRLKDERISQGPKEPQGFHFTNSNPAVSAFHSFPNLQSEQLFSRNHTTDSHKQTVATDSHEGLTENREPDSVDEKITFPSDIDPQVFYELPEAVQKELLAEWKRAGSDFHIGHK
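Pol iota at 10 nM preincubated 15 min with compounds at room temperature; reaction started with fluorescent substrate, 50 nM final. Fluorescence read kinetically at 0 and 10 min; buffer-only wells as negative control.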
Anesthetic bind: candidate novel general anesthetic via apoferritin binding; P02791; Potency, µM (highest dose often 77.5 µM), for the others: at the top dose activity change, negative = displacement, usual class: inhibitors; apoferritin/1-aminoanthracene competitive binding, fluorescence; actives 0.074% (n = 350,000); also: % is scaled to controls: 0 for no effect and ±100 for the full control effect; nearly all actives have a fitted effect of over 20% in size
Target sequence (P02791 2-175 limits assumed): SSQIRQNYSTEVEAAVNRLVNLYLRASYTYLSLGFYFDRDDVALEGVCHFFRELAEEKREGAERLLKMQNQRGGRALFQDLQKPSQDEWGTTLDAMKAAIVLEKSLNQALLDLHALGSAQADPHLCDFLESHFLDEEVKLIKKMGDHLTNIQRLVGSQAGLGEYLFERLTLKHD
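Probe: 1-aminoanthracene (50% saturated, PBS). Protein: horse-spleen apoferritin, 10 uM. Incubation: 10 min, room temperature. Detection: 380 nm excitation, 535 nm emission. Analysis: normalized response, four-parameter Hill.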
An asterisk follows results filed as active; ? = inconclusive; nt = not tested or not shown; [ ] = dose if it differs, or a comment. Calls follow the shape of the dose curve; as a rule, active = well fitted curve in the direction sought with a large enough effect; inconclusive = small, poorly fitted or top-dose-only effect, or another doubt; inactive = no such curve, though single readings can be large; an effect the other way counts as inactive or inconclusive. Potency is read from the fitted curve at half-maximal effect. Not all compounds are listed (hit frequency here may not be typical).

1) Cc1ccc(NC(=O)CN(c2ccc3c(c2)OCO3)S(=O)(=O)c2c(C)n[nH]c2C)cc1
2) COc1ccc(-c2nnn(Cc3nc(N)nc(N4CCCCC4)n3)n2)cc1
3) C=CCSc1nc(N)c(C#N)c(-c2ccccc2)c1C#N
4) Cc1cc(NC(=O)CSCC(=O)N(C)Cc2c(F)cccc2Cl)no1
5) O=C(N=C1SC2CS(=O)(=O)CC2N1c1cc(Cl)ccc1Cl)C1CCCO1 (stereo not drawn)
6) COc1ccc(C(=O)N2CCCC(CCC(=O)NCc3ccc(F)c(F)c3)C2)cc1F (stereo not drawn)
Screen / compound no.	1	2	3	4	5	6
Pol kappa inh	-10%	-8%	-6%	1%	-7%	0%
Anesthetic bind	4%	-8%	-22%	nt	-2%	-8%
APEX1 inh	-1%	?	-5%	56%	-2%	-3%
G9a inh	-3%[59 µM]	25%[12.7 µM]	24%[59 µM]	8%	nt	nt
BLM helicase inh	-1%	-6%	-4%	nt	-10%	3%
POLI inh	7%	24%	-101%	-8%	6%	87%[activator]
Pol eta inh	-17%	-12%	4%	-15%	0%	-15%
BAZ2B inh	-7%	19%	nt	-27%	-2%	-7%
POLB inh	15%	-6%	10%	nt	21%	64%

7) O=C(O)Cc1ccc2c(c1)N(S(=O)(=O)c1cccs1)CC(C(=O)O)O2 (stereo not drawn)
8) CCN1CCc2nc3sc(C(=O)c4ccc(F)cc4)c(N)c3cc2C1
9) CCn1c2ccccc2c2nnc(SCC(=O)Nc3c(C)n(C)n(-c4ccccc4)c3=O)nc21
10) O=C(Cc1ccccc1)Nc1nc2ccccc2s1
11) NC(=O)CN1N=C(c2cc(Cl)sc2Cl)CSC1=O
12) Cc1ccc(-n2c(=O)c3ccc(C(=O)NCc4ccccc4Cl)cc3n(CC(=O)Nc3cccc(F)c3)c2=O)cc1
Screen / compound no.	7	8	9	10	11	12
Pol kappa inh	-4%	-3%[60.1 µM]	-17%	-5%	-5%	-2%
Anesthetic bind	-6%	-6%	-19%	-11%	6%	-9%
APEX1 inh	15%	nt	3%	-1%	13%	nt
G9a inh	99%[activator]	?	10%[59 µM]	0%[59 µM]	?	-2%[59 µM]
BLM helicase inh	1%	-1%	-3%	-2%	1%	0%
POLI inh	31%	68%[activator]	8%	0%	?	18%
Pol eta inh	2%	-16%	12%	-5%	13%	-2%
BAZ2B inh	7%	?	6%	2%	-4%	nt
POLB inh	3%	-1%	5%	4%	12%	15%

Entries listed so far containing an aryl thioether with sulfur outside any ring (2):
3) C=CCSc1nc(N)c(C#N)c(-c2ccccc2)c1C#N
9) CCn1c2ccccc2c2nnc(SCC(=O)Nc3c(C)n(C)n(-c4ccccc4)c3=O)nc21
Screen / compound no.	3	9
Pol kappa inh	-6%	-17%
Anesthetic bind	-22%	-19%
APEX1 inh	-5%	3%
G9a inh	24%[59 µM]	10%[59 µM]
BLM helicase inh	-4%	-3%
POLI inh	-101%	8%
Pol eta inh	4%	12%
BAZ2B inh	nt	6%
POLB inh	10%	5%

Next section:
13) O=C1CCCCC1C(O)c1ccc(Cl)cc1 (stereo not drawn)
14) CC(C)(C)OC(=O)N1CC23CC(c4ccc(F)cc4)C(CC2S1(=O)=O)O3 (stereo not drawn)
15) O=C1/C(=C/c2cccs2)SC(=S)N1C1CCS(=O)(=O)C1 (stereo not drawn)
16) CCN(CC)S(=O)(=O)c1cccc(NC(=O)COC(=O)C2=COCCO2)c1
17) CCN1CCCC1CN=Cc1c(O)n(-c2ccccc2)c(=O)c2ccccc12 (stereo not drawn)
18) CC(C)C(=O)Nc1c(-c2cccs2)c(=O)c2ccccc2n1C
Screen / compound no.	13	14	15	16	17	18
Pol kappa inh	nt	8%	6%	-19%	-19%	-7%
Anesthetic bind	-7%	7%	1%	nt	72%[activator]	-14%
APEX1 inh	-1%	-4%	3%	7%	-2%	-1%
G9a inh	14%	nt	nt	2%[12.7 µM]	?	10%[59 µM]
BLM helicase inh	0%	0%	-3%	nt	3%	-1%
POLI inh	nt	-2%	8%	-9%	5%	2%[58.9 µM]
Pol eta inh	nt	nt	-23%	-24%	-1%	-7%
BAZ2B inh	-5%	nt	22µM*	10%	3%	2%
POLB inh	0%	nt	5%	nt	12%	3%

19) COc1cccc(S(=O)(=O)Nc2noc3ccccc23)c1
20) CCOCCn1c(=O)c2c(nc3n2CCN3c2ccc(C)c(C)c2)n(C)c1=O
21) Cc1noc(C)c1CS(=O)(=O)c1ccc([N+](=O)[O-])cc1
22) CCOC(=O)C1CCN(C(=O)/C=C/c2ccccc2OC)CC1
23) COc1ccc(OC)c(NC(=O)CCN2CCN(C/C=C/c3ccccc3)CC2)c1
24) O=CN1CCN(C(=O)Cc2ccc([N+](=O)[O-])cc2)CC1
Screen / compound no.	19	20	21	22	23	24
Pol kappa inh	16%	-7%	-6%	-16%	-9%	-8%
Anesthetic bind	4%	-20%	-5%	-13%	-7%	-5%
APEX1 inh	42%	11%	6%	3%	16%	4%
G9a inh	6%[2.33 µM]	?	6%	2%[59 µM]	nt	16%[59 µM]
BLM helicase inh	-1%	-13%	-1%	-1%	1%	0%
POLI inh	5%	?	53%[activator]	-1%	-2%	18%
Pol eta inh	-8%	-11%	-19%	4%	4%	1%
BAZ2B inh	-12%	?	2%	-2%	?	7%
POLB inh	-7%	20µM*	-21%	1%	-1%	9%

25) Cc1ccccc1NS(=O)(=O)c1ccc(-c2ccc(=O)[nH]n2)o1
26) CC(=O)NS(=O)(=O)c1ccc(NC(=O)c2ccccn2)cc1
27) NC(=O)c1c(NC(=O)COC(=O)c2ccc(S(=O)(=O)Nc3ccccc3)cc2)sc2c1CCCC2
28) COc1cc(OC)cc(C(=O)N2CCC(C(=O)NCCc3ccccc3)CC2)c1
29) CCOC(=O)c1c(-c2ccc(Cl)cc2)cn2ccccc12
30) CCc1nc2ccc(C(=O)Nc3cccc(C(C)=O)c3)cc2nc1CC
Screen / compound no.	25	26	27	28	29	30
Pol kappa inh	-9%	17%	-2%	-10%	-6%	-3%
Anesthetic bind	-1%	-7%	-7%	-9%	82%[activator]	-15%
APEX1 inh	10%	4%	-7%	10%	-3%	26%
G9a inh	?	50µM*	7%	nt	11%[12.7 µM]	-15%
BLM helicase inh	-1%	-2%	-14%	-8%	0%	3%
POLI inh	2%	28%	66%[activator]	20%	7%	34%[activator]
Pol eta inh	-10%	-9%	-3%	-9%	-19%	-18%
BAZ2B inh	?	50µM*	-7%	7%	2%	-3%
POLB inh	34%	1%	-13%	5%	-1%	0%[57.1 µM]

One compound at a time (already shown):
Profile of `NC(=O)c1c(NC(=O)COC(=O)c2ccc(S(=O)(=O)Nc3ccccc3)cc2)sc2c1CCCC2` = Pol kappa inh: -2%; Anesthetic bind: -7%; APEX1 inh: -7%; G9a inh: 7%; BLM helicase inh: -14%; POLI inh: 66%[activator]; Pol eta inh: -3%; BAZ2B inh: -7%; POLB inh: -13%
Profile of `CCc1nc2ccc(C(=O)Nc3cccc(C(C)=O)c3)cc2nc1CC` = Pol kappa inh: -3%; Anesthetic bind: -15%; APEX1 inh: 26%; G9a inh: -15%; BLM helicase inh: 3%; POLI inh: 34%[activator]; Pol eta inh: -18%; BAZ2B inh: -3%; POLB inh: 0%[57.1 µM]

Entries above marked active in BAZ2B inh:
cpd | SMILES | Pol kappa inh | G9a inh | BLM helicase inh | POLI inh | Pol eta inh | BAZ2B inh | POLB inh
15 | O=C1/C(=C/c2cccs2)SC(=S)N1C1CCS(=O)(=O)C1 (stereo not drawn) | 6% | nt | -3% | 8% | -23% | 22µM* | 5%
26 | CC(=O)NS(=O)(=O)c1ccc(NC(=O)c2ccccn2)cc1 | 17% | 50µM* | -2% | 28% | -9% | 50µM* | 1%

Other records:
31) Cc1c([N+](=O)[O-])c(C(=O)N2CCCC2)nn1C
32) CCCCn1c(N)c(N(CCOC)C(=O)C2CCN(S(=O)(=O)c3ccc(C)cc3)CC2)c(=O)[nH]c1=O
33) CCOC(=O)c1c(-c2ccccc2)csc1NC(=O)c1cc2ccccc2oc1=O
34) O=C1c2ccccc2C(O)(Cc2ccccc2)N1c1ccc2c(c1)OCO2 (stereo not drawn)
35) COC(=O)c1c(C(=O)OC)c2ccccn2c1C(=O)c1ccc([N+](=O)[O-])cc1
36) CCOC(=O)N1CCN(C(=O)CSc2nnc(Cn3c(=O)sc4ccccc43)n2C)CC1
37) CC(C(=O)NC1CCCCCC1)n1cc([N+](=O)[O-])cn1 (stereo not drawn)
38) CCc1cc2c(=O)c(-c3cnn(-c4ccccc4)c3)c(C)oc2c(CN2CCCCC2)c1O
39) O=C(O)c1ccc(NC(=O)c2ccccc2Br)c(NC(=O)c2ccccc2Br)c1
Screen / compound no.	31	32	33	34	35	36	37	38	39
Pol kappa inh	-6%	-10%	11%	-9%	-3%	-15%	-2%	-9%	12%
Anesthetic bind	-4%	nt	2%	-14%	4%	-2%	6%	-14%	-2%
APEX1 inh	2%	8%	-5%	-4%	-1%	1%	-15%	0%	33%
G9a inh	28%[0.501 µM]	?	4%[59 µM]	?	?	-6%[59 µM]	11%	4%	-2%
BLM helicase inh	-2%	nt	2%	-8%	-5%	4%	1%	-2%	-3%
POLI inh	25%	15%	25%	24%	124%[activator]	22%	163%[activator]	10%	-5%
Pol eta inh	-8%	-5%	-21%	12%	5%	-2%	-4%	-12%	-11%
BAZ2B inh	-7%	31%[activator]	-9%	-8%	?	-1%	0%	-5%	4%
POLB inh	11%	nt	-2%	-2%	0%	10%	0%	5%	26%
